Source: PubChem BioAssay (Sanford-Burnham Center for Chemical Genomics)
Hep lipid drop – hepatic lipid droplet formation modulation | AML12 mouse hepatocytes, oleate lipid droplets, BODIPY imaging | inhibition, % at 6.5 µM | 0.4% of 240,000 active | AID 1656;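 active = lipid droplet intensity inhibited by at least 50%, with more than 500 cells counted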
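Material – AML12 mouse liver cells · Also added – oleate loading, 100 µM · Compound dosing – 6.5 µM single-point dosing · Times – overnight treatment with compound plus oleate · Measured by – fluorescence imaging, 20x objective, two fields per well · Read-out – percent inhibition of filter-corrected integrated lipid droplet intensity per well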
HEK293 NOD2/NF-kB – inhibition of NOD2-driven NF-kB reporter – cell-based, luminescence, uHTS, HEK293 (AID 1566). HEK293 NOD2/NF-kB luciferase reporter, luminescence; higher % means a stronger effect. inhibition, % at 4 µM, or EC50 in µM where a hit was titrated. 0.63% of 290,000 active; in the data active = inhibition above about 50%; note: many of its hits are not listed in these tables
Hep lipid drop cells 6.5 µM – recorded beside Hep lipid drop, whose call it bears; cell count; measured here: cell count, cytotoxicity flag;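 cells counted across two imaged fields per well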
Starred values were filed as active, the others as inactive. Not all compounds are listed; count on the stated rates, not on these rows.

SMILES | Hep lipid drop | Hep lipid drop cells 6.5 µM | HEK293 NOD2/NF-kB
Nc1c(C(=O)Nc2ccccc2Cl)nnn1-c1ccc2c(c1)OCCO2 | -3.6 | 742 | -33.7%
O=C(CN1CCC(C(=O)c2ccc3c(c2)OCCO3)CC1)Nc1ccccc1C(F)(F)F | -17.5 | 763 | 17.1%
Cc1ccc(NC(=O)c2ccc3c(c2)OCCO3)cc1C | 14.1 | 662 | -155.7%
CC1CC(=O)N(CC(=O)Nc2ccc(F)cc2F)c2ccccc2S1(=O)=O (configuration not stated) | 2.5 | 764 | 8.2%
Cc1ccc(C(=O)N2CCCc3ccccc32)c(F)c1F | -2.2 | 819 | 7.0%
Cc1nn(CC(=O)NC(C)CCc2ccccc2)c(=O)c2nn(-c3ccccc3)c(C)c12 (configuration not stated) | 10.0 | 734 | -2.4%
Cc1cccc(NC(=O)CCS(=O)(=O)c2cc3c(cc2Cl)NC(=O)CO3)c1 | -15.0 | 642 | 3.6%
O=C(CNC(=O)c1ccco1)OCC(=O)c1ccc([N+](=O)[O-])cc1 | -1.9 | 828 | -5.3%
O=C(Nc1ccc(-n2cccn2)cc1)C1CCN(Cc2ccsc2)CC1 | 1.1 | 670 | -2.7%
C/C(=N\NC(=O)c1ccc(O)cc1)c1cccc(NC(=O)c2ccccc2C)c1 | 0.4 | 818 | -11.6%
Cc1nc2nc(SCc3ccccc3)[nH]n2c(=O)c1CCC(C)C | -0.3 | 797 | 23.9%
O=C(Nc1ccc(N2CCCC2)cc1)c1cccc(Cl)c1Cl | -1.9 | 813 | -49.8%
Cn1c(CCN2CCN(c3ccccn3)CC2)nc2cc(NS(=O)(=O)c3ccc(Cl)cc3)ccc21 | -21.0 | 671 | 22.6%
CC(=O)Nc1ccc(NC(=O)CCOc2cc(C)ccc2C)cc1 | 8.4 | 816 | -4.6%
CC(C)CN1CCN(Cc2cn(C)c3ccccc23)CC1CCO (configuration not stated) | -7.9 | 784 | -9.0%
CCOc1ccccc1-c1cc(C(=O)Nc2ccc(C(=O)O)cc2)c2ccccc2n1 | 10.1 | 829 | 37.1%
CCC(c1nnnn1Cc1ccc(OC)cc1)N1CCN(C(=O)c2ccco2)CC1 (configuration not stated) | 7.4 | 612 | 2.0%
NC(N)=N/N=C/c1ccc(OCc2ccccc2)c(OCc2ccccc2)c1 | -43.5 | 693 | 0.6%
CCc1ccc(NC(=O)[C@H](Cc2c[nH]c3ccccc23)NC(=O)[C@@H]2Cc3ccccc3CN2)cc1 | 7.1 | 797 | 13.0%
O=[N+]([O-])c1cc(-c2ccc(/C=N\n3cnnc3)o2)cc([N+](=O)[O-])c1 | -22.6 | 817 | 16.7%
CCN1CCN(C(=O)c2c(-c3c(Cl)cccc3Cl)noc2C)CC1 | -13.4 | 811 | -14.5%
CCOC(=O)N1CCN(C(=O)C2CCCN(S(=O)(=O)c3ccc(OCC)cc3)C2)CC1 (configuration not stated) | -4.7 | 850 | 14.2%
COc1ccccc1NC(=O)c1cc(S(=O)(=O)NC2CCCC2)ccc1F | -13.1 | 664 | -0.6%
CCOc1ccc(CNC(=O)Cn2ccc3cc(S(=O)(=O)N4CCCC4)ccc32)cc1 | -1.4 | 703 | 2.0%
COc1ccccc1N1CCN(/N=C/c2ccccc2C(=O)O)CC1 | -12.3 | 792 | 3.7%
COCCNC(=O)Cc1c(C)c2c(cc(C)c3c(C)coc32)oc1=O | 10.3 | 376 | 9.1%
CC(C)(C)C(=O)Nc1ccnn1C1CCN(C(=O)c2cccc(Cl)c2)CC1 | 2.8 | 823 | 4.0%
CC(C)OCCCN1CC(=O)N2C(c3ccccc3)c3[nH]c4ccccc4c3C[C@H]2C1=O (some centres not stated) | -20.0 | 664 | -0.7%
S=C(NCc1ccc2c(c1)OCO2)NC1CCN(Cc2ccccc2)CC1 | -2.7 | 800 | 2.1%
COc1ccc(N(CC(=O)NCCSc2ccccc2)S(=O)(=O)c2ccccc2)cc1 | -21.3 | 674 | -1.3%
COc1cc(NS(=O)(=O)c2ccc(NC(=O)COc3cccc(C)c3)cc2)nc(OC)n1 | -6.9 | 803 | 6.8%
CSc1nsc(SCC(=O)Nc2ccccc2C(=O)O)n1 | -13.9 | 813 | 7.5%
Cc1ccc(-n2nc3c(c2NC(=O)c2ccco2)CS(=O)(=O)C3)c(C)c1 | -5.8 | 773 | 21.1%
COc1ccccc1OCC(=O)NCC(c1cccs1)N1CCOCC1 (configuration not stated) | -5.3 | 824 | -3.7%
O=C(O)c1cccc(Nc2ccc3nonc3c2[N+](=O)[O-])c1 | -4.0 | 866 | -5.3%
CC(C)NC(=O)c1ccc(N(Cc2ccc(Cl)cc2)S(C)(=O)=O)cc1 | 0.4 | 783 | 20.6%

Reformatted as tab-separated lines: entries from further up.
SMILES	Hep lipid drop	Hep lipid drop cells 6.5 µM	HEK293 NOD2/NF-kB
CCN1CCN(C(=O)c2c(-c3c(Cl)cccc3Cl)noc2C)CC1	-13.4	811	-14.5%
CCOC(=O)N1CCN(C(=O)C2CCCN(S(=O)(=O)c3ccc(OCC)cc3)C2)CC1 (configuration not stated)	-4.7	850	14.2%
COc1ccccc1NC(=O)c1cc(S(=O)(=O)NC2CCCC2)ccc1F	-13.1	664	-0.6%
CCOc1ccc(CNC(=O)Cn2ccc3cc(S(=O)(=O)N4CCCC4)ccc32)cc1	-1.4	703	2.0%
COc1ccccc1N1CCN(/N=C/c2ccccc2C(=O)O)CC1	-12.3	792	3.7%
COCCNC(=O)Cc1c(C)c2c(cc(C)c3c(C)coc32)oc1=O	10.3	376	9.1%
CC(C)(C)C(=O)Nc1ccnn1C1CCN(C(=O)c2cccc(Cl)c2)CC1	2.8	823	4.0%
CC(C)OCCCN1CC(=O)N2C(c3ccccc3)c3[nH]c4ccccc4c3C[C@H]2C1=O (some centres not stated)	-20.0	664	-0.7%
S=C(NCc1ccc2c(c1)OCO2)NC1CCN(Cc2ccccc2)CC1	-2.7	800	2.1%
COc1ccc(N(CC(=O)NCCSc2ccccc2)S(=O)(=O)c2ccccc2)cc1	-21.3	674	-1.3%
COc1cc(NS(=O)(=O)c2ccc(NC(=O)COc3cccc(C)c3)cc2)nc(OC)n1	-6.9	803	6.8%
CSc1nsc(SCC(=O)Nc2ccccc2C(=O)O)n1	-13.9	813	7.5%
Cc1ccc(-n2nc3c(c2NC(=O)c2ccco2)CS(=O)(=O)C3)c(C)c1	-5.8	773	21.1%
COc1ccccc1OCC(=O)NCC(c1cccs1)N1CCOCC1 (configuration not stated)	-5.3	824	-3.7%
O=C(O)c1cccc(Nc2ccc3nonc3c2[N+](=O)[O-])c1	-4.0	866	-5.3%
CC(C)NC(=O)c1ccc(N(Cc2ccc(Cl)cc2)S(C)(=O)=O)cc1	0.4	783	20.6%

Other compounds follow.
SMILES | Hep lipid drop | Hep lipid drop cells 6.5 µM | HEK293 NOD2/NF-kB
Cc1ccc(-c2cc(C(F)(F)F)nn2-c2ccc(S(N)(=O)=O)cc2)cc1 | 4.4 | 755 | 8.9%
CCOC(=O)C1CCN(C(=O)C2(NC(=O)Nc3ccc(F)cc3F)CCCCC2)CC1 | 69.4* | 753* | 18.0%
O=[N+]([O-])c1cccc(S(=O)(=O)Nc2ccc(S(=O)(=O)Nc3nccs3)cc2)c1 | -6.5 | 646 | 16.9%
O=C(c1[nH]ncc1[N+](=O)[O-])N1CCOCC1 | 0.2 | 866 | 1.1%
CCNC(=O)N1CCC(n2nccc2NC(=O)CCOc2ccccc2)CC1 | 12.9 | 726 | -3.4%
COc1ccc(N2CCN(C(=O)[C@@H](NC(=O)c3cc(OC)cc(OC)c3)C(C)C)CC2)cc1 | 6.2 | 739 | -0.2%
COc1ccccc1/C=C1\SC(=S)N(CCC(=O)N2CCN(C)CC2)C1=O | -20.0 | 717 | 9.2%
Cc1cccc(NS(=O)(=O)c2csc(C(N)=O)c2)c1C | 11.0 | 843 | 23.3%
COC(=O)C(C)N1C(=O)S/C(=C\c2ccc(-c3ccc(C(=O)O)cc3C)o2)C1=O (configuration not stated) | 23.9 | 812 | -32.5%
CC(=O)c1cccc(NC(=O)CSc2ccc(-c3ccccn3)nn2)c1 | -10.3 | 805 | 8.2%
CCCCc1cc(=O)oc2cc(OC(C)C(=O)NCc3ccccn3)c(Cl)cc12 (configuration not stated) | -30.9 | 735 | 33.3%
CCCN(CCC)C(=O)c1ccc2nc(-c3ccc(OC)c(OC)c3)c(-c3ccc(OC)c(OC)c3)nc2c1 | -2.0 | 681 | 24.6%
Cc1ccc(S(=O)(=O)n2nc(C)c(S(=O)(=O)N3CCOCC3)c2C)cc1 | 9.1 | 710 | 10.5%
COc1ccc(NC(=O)CCCN2C(=O)C3CC=CCC3C2=O)cc1 (configuration not stated) | -2.3 | 803 | -2.8%
Cc1ccc(-c2csc3ncn(CC(N)=O)c(=O)c23)cc1C | 14.9 | 818 | 11.9%
CC1CCCC(C)N1C(=O)c1cc(-c2ccc3c(c2)OCO3)on1 (configuration not stated) | 5.3 | 791 | -105.5%
CCOc1ccc(-c2cc(C(=O)NCCCN3CCOCC3)c3ccccc3n2)cc1 | -16.1 | 675 | 23.7%
CCN1CCN(C(=O)C(=O)c2cn(CC(=O)N3CCCCCC3)c3ccccc23)CC1 | 2.7 | 708 | 8.2%
COc1cc(SC)ccc1C(=O)NCCCn1ccnc1 | 6.8 | 848 | 12.6%
CN(C)S(=O)(=O)c1cc(NC(=O)CNCc2ccc(F)cc2)ccc1Cl | -1.9 | 799 | 15.8%
COc1cc(C)c(CN2CCC(Cc3ccccc3)CC2)cc1C | -6.0 | 779 | -8.3%
O=C(Nc1ccc(F)cc1)c1ccc(NC(=O)C2CCCO2)cc1 (configuration not stated) | -15.6 | 719 | -7.1%
O=Cc1ccccc1OCc1ccc2c(c1)OCO2 | -11.4 | 796 | -46.7%
O=C(Nc1nccs1)c1ccc2c(c1)C(=O)N(Cc1cccnc1)C2=O | -1.8 | 552 | -6.7%
CCN1CCN(C(=O)CS(=O)(=O)Cc2nc(-c3ccccc3C)oc2C)CC1 | -22.4 | 663 | 8.0%
CCc1ccc(NC(=O)CCc2ccc(CC)o2)cc1 | -4.5 | 772 | 1.0%
O=S(=O)(NCc1csc(-c2cccnc2)n1)c1ccc(Br)cc1 | -1.3 | 799 | 22.6%
Cc1ccccc1OC(C)C(=O)Nc1ccc2c(c1)OCCO2 (configuration not stated) | -12.2 | 675 | 7.5%
CCCn1c2ccccc2c2cnn(CC(=O)NC3CCCCC3)c(=O)c21 | 1.5 | 671 | -0.8%
O=C(Cc1cccc2ccccc12)NNC(=O)c1ccc(Br)o1 | 9.8 | 844 | -2.4%
Cc1cc(OCC(=O)Nc2ccncc2)cc(C)c1Cl | 5.5 | 870 | 8.48µM*
CC(=O)N1c2ccc(S(=O)(=O)NCC3CCC(C(=O)NC4CCC(C)CC4)CC3)cc2CC1C (configuration not stated) | -15.1 | 710 | 14.8%
O=C(CCn1nc(-c2ccc(Cl)cc2)ccc1=O)N1CCN(c2ccc(F)cc2)CC1 | -23.0 | 823 | 19.9%
Cc1cc(NS(=O)(=O)c2ccc(NC(=O)Nc3cccc(C(F)(F)F)c3)cc2)no1 | 1.8 | 859 | -5.8%
CC(=O)N1c2ccc(S(=O)(=O)N3CCC(C(=O)NC4CCCCC4C)CC3)cc2CC1C (configuration not stated) | 45.9 | 783 | 11.6%
COc1ccc(Cc2nc3ccc(C(=O)N(C)CCO)cc3o2)cc1 | -1.8 | 828 | -7.6%

Whole records, looked up by structure.
Results for Cc1ccccc1OC(C)C(=O)Nc1ccc2c(c1)OCCO2 (configuration not stated) : Hep lipid drop = -12.2; Hep lipid drop cells 6.5 µM = 675; HEK293 NOD2/NF-kB = 7.5%
Results for COc1ccc(Cc2nc3ccc(C(=O)N(C)CCO)cc3o2)cc1 : Hep lipid drop = -1.8; Hep lipid drop cells 6.5 µM = 828; HEK293 NOD2/NF-kB = -7.6%

(cont.)
SMILES | Hep lipid drop | Hep lipid drop cells 6.5 µM | HEK293 NOD2/NF-kB
CCC1C(=O)N=C(SCC(=O)Nc2ccc(C)cc2)N(c2ccccc2)C1=O (configuration not stated) | -19.4 | 780 | 11.7%
Cc1cc(SCc2ccc(Br)cc2)nc(=O)[nH]1 | 3.5 | 698 | 14.4%
CN1CCN(CC(=O)c2ccccc2F)CC1 | 6.1 | 847 | -8.2%
O=C(N/N=C/c1ccc(F)cc1)c1ccncc1 | -14.5 | 761 | 10.4%
O=[N+]([O-])c1cccc(-c2nnc3cccc(Cl)n23)c1 | 17.5 | 438 | -2.3%
O=C(CN1C(=O)CCSc2ccc(S(=O)(=O)N3CCOCC3)cc21)Nc1cccc(F)c1 | 10.4 | 711 | -4.3%
O=C(c1ccc(Cl)cc1)N1CCCC(C(=O)N2CCCCC2)C1 (configuration not stated) | -3.6 | 760 | 2.4%
Cc1ccc(C)c(S(=O)(=O)N2CCN(C(=O)CSc3ccccc3F)CC2)c1 | -10.2 | 791 | 0.7%
N#Cc1ccccc1S(=O)(=O)Nc1ccc2c(c1)OCCO2 | 6.1 | 833 | 10.3%
CCn1c(=O)c2ccccc2n(Cc2cccc(C)c2)c1=O | 4.0 | 811 | 7.8%
CC1CCN(CCc2nc3cc(NC(=O)COc4ccc(Cl)cc4)ccc3n2C)CC1 | -8.1 | 675 | 22.9%
CSc1ccc(CNC(=O)Cc2ccc(NC(=O)C3=C(C)OCCS3)cc2)cc1 | -1.3 | 702 | -111.8%
COc1ccc(NC(=O)CN2C(=O)C(C)Oc3ccccc32)cc1OC (configuration not stated) | 6.6 | 830 | 22.4%
Cn1nccc1C(=O)N1CCCC(Nc2ccc(F)cc2)C1 (configuration not stated) | -39.1 | 723 | 0.2%
CN1CCN(S(=O)(=O)c2cc(C(F)(F)F)ccc2Cl)CC1 | 0.8 | 841 | 21.8%
COCC(=O)N1CCC(Oc2ccc(C(=O)NC(C)c3nc(C)sc3C)cc2)CC1 (configuration not stated) | -24.1 | 756 | -1.2%
